Bioassay records from PubChem.
S100A4 inh HTS: inhibitors of human S100A4 binding to myosin IIA peptide; S100A4/TAMRA-MyoIIA peptide fluorescence polarization; inhibition, % at 10.7 µM; hit rate 0.14% among 360,000; AID 652163;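 active means mean inhibition of at least 70% across replicates, with every replicate also reaching that level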
Target sequence (P26447 whole entry, looked up): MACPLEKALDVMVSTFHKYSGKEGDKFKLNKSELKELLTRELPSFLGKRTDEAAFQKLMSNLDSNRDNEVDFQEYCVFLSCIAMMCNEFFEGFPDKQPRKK
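Compound dosing: one dose per compound; test system: human S100A4 monomer with TAMRA-labelled myosin IIA peptide; probe or stimulus: TAMRA-labelled myosin IIA heavy-chain peptide probe, 5 nM; medium: HEPES buffer with Ca2+, pH 7.2; schedule: 5 min incubation before reading; benchmarks: neutral control DMSO, positive control TFP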
EWS-Fli inh: blocks EWS/Fli oncoprotein-driven transcription; A673 NR0B1-luciferase reporter, viability-normalised; inhibition, % at 12.6 µM; hit rate 0.67% among 350,000; AID 651661;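 active means mean inhibition of at least 50% after viability correction, with every replicate also passing that limit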;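 further: firefly luciferase signal divided by Alamar Blue viability fluorescence both relative to DMSO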
FN deposition inh: fibronectin deposition inhibition. AH1F fibroblasts, Alexa488-fibronectin deposition fluorescence, overnight. inhibition, % at 12.6 µM. hit rate 0.086% among 350,000. AID 743247;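 active means mean inhibition across replicates of 30% or more, regardless of how many single replicates reach that level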;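 further: positive control wells lacked labelled fibronectin entirely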
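Assay system: AH1F fibroblasts assembling fluorescent fibronectin matrix; Amount: 10000 AH1F cells per well; Buffer or medium: DMEM, 2% serum; Probe or stimulus: Alexa488-fibronectin, 24 nM final in well; Doses: single compound dose, delivered by pin transfer; Incubation: 1 h adhesion, overnight exposure; Measured by: fluorescence 485/525 nm; Read-out: fibronectin deposition inhibition.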
LGR2 inh: Drosophila LGR2 receptor signaling inhibition; HEK293 LGR2, CRE-luciferase, bursicon-stimulated, 4 h; hit rate 0.35% among 380,000; inhibition, % at 9.99 µM; AID 720647;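 active means drop in luminescence signal, shown as inhibition above about 50% in the replicate tests, limit read from the data, passing the limit was not always enough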;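 further: agonist challenge used bursicon conditioned medium at about half maximal strength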
ERAP1 inh: inhibitors of human ERAP1 aminopeptidase; Q9NZ08; hit rate 0.15% among 340,000; recombinant ERAP1, Leu-AMC fluorescence, 60 min; inhibition, % at 10.7 µM;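 active means mean replicate inhibition of at least 30%, or all replicates individually reaching that 30% level; inactive means mean below 30% and not every replicate reaching it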;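 further: 0% = neutral control wells and 100% = L-leucinethiol positive control wells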
Target sequence (Q9NZ08 whole entry, looked up): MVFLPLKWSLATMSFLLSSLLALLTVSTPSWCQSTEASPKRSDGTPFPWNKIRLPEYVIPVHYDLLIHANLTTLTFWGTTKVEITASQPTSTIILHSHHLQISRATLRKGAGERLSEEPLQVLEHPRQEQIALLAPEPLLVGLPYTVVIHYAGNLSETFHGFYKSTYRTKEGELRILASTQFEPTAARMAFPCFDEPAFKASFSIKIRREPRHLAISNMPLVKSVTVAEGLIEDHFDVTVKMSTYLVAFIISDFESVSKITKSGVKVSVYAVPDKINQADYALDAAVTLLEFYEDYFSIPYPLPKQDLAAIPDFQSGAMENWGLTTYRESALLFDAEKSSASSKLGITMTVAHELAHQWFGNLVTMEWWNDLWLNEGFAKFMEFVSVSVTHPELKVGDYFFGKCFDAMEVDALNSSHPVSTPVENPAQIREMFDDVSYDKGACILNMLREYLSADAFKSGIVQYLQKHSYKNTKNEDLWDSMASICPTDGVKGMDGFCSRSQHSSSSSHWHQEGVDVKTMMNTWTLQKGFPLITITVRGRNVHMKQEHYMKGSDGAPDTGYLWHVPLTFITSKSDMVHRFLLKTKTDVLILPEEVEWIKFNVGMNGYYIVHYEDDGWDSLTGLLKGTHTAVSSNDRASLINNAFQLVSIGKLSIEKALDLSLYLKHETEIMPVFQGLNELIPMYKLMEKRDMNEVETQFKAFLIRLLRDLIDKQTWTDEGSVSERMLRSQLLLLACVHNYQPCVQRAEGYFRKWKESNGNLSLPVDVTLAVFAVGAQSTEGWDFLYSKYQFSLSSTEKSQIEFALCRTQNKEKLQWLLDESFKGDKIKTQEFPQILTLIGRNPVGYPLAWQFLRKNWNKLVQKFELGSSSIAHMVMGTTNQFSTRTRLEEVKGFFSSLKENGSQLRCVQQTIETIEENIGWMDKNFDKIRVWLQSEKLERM
PAX8 reporter: inhibitors of PAX8 transcriptional activity in RMG-I cells | RMG-I TPO-luciferase reporter, SteadyGlo, 24 h | inhibition, % at 12.6 µM | hit rate 1.2% among 360,000 | AID 652154;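 active means mean replicate inhibition at least 60% with every replicate also reaching 60%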;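 further: luciferase light reporting Pax8 driven TPO promoter activity; plate controls were median of neutral control wells for no effect and mitoxantrone controls for full effect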
PglD DTNB: PglD (C. jejuni) enzyme inhibition; inhibition, % at 12.5 µM; AID 602405; purified PglD enzyme, DTNB colorimetric CoA detection; hit rate 0.098% among 360,000; in the data active means inhibition above about 16%, passing the limit was not always enough; further: strong numbers were not always called active
PGC1a acetyl inh: lowers PGC1a acetylation signal in U2OS cells. AlphaScreen anti-acetyl-lysine; with virally co-expressed GCN5 acetyltransferase. hit rate 0.17% among 350,000. inhibition, % at 15.6 µM;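 active means every replicate shows inhibition of at least 40%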;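 further: 0% = neutral control wells and 100% = positive control wells; some results beyond the cut were filed as inactive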
* = called active by the depositor; . = no result given; & = joins results of further samples.

nr	molecule	S100A4 inh HTS	PglD DTNB	PAX8 reporter	EWS-Fli inh
1	O=C1NC(=S)S/C1=C\c1ccc(SCc2ccccc2)o1	.	-1.1	8.9	.
2	C[C@H](NC(=O)C[C@@H]1CC[C@@H](NS(=O)(=O)c2cccc(F)c2)[C@@H](CO)O1)c1ccccc1	-8.0	-3.0	.	.
3	COc1ccc(C(=O)CCC(=O)O)cc1	-0.6	2.5	23.4	2.0
4	CC(=O)N1CCN(S(=O)(=O)c2cccc(C(=O)N(Cc3ccccc3)c3cccc(C)c3)c2)CC1	-2.1	0.4	12.8	-0.2
5	O=C(c1sc2ccccc2c1Cl)N1CCN(c2ncccn2)CC1	1.0	.	0.1	6.6
6	CC(C)NC(=O)Nc1ccc2c(c1)C(=O)N([C@@H](C)CO)C[C@@H](C)[C@@H](CN(C)C(=O)Nc1ccc(F)cc1)O2	.	.	2.9	-5.8
7	Cc1nc2ccc(OC(=O)c3ccccc3)cc2s1	10.8	4.3	-12.2	1.7
8	O=C(COC(=O)c1ccccn1)NC(=O)c1ccccc1	-0.4	3.5	-7.1	1.2

nr	LGR2 inh	ERAP1 inh	PGC1a acetyl inh	FN deposition inh
1	15.6	.	-4.4	4.7
2	-10.8	0.9	-1.7	-0.6
3	-2.7	-1.6	-7.9	-4.2
4	11.2	-0.2	.	1.1
5	14.6	1.5	.	.
6	-14.4	.	8.1	5.6
7	-14.6	1.0	13.7	0.1
8	17.1	-0.8	19.5	.

The list goes on.
nr	molecule	S100A4 inh HTS	PglD DTNB	PAX8 reporter	EWS-Fli inh
9	CCOC(=O)c1cccc(NC(=O)CCn2c(=O)oc3ccccc32)c1	-1.0	-1.1	-29.1	-3.7
10	CCOC(=O)c1c(C)[nH]c(C(=O)OCCOc2ccc(Cl)cc2)c1C	-0.5	-3.9	-33.0	-5.8
11	COc1ccc(C2C(C#N)=C(N)OC3=C2C(=O)CC(C)(C)C3)c([N+](=O)[O-])c1OC (centres undefined)	.	0.1	-2.7	.
12	Cc1c(Cl)cn2c(=O)cc(CN3CCN(c4ccccc4)CC3)nc2c1Cl	-1.1	2.3	10.9	2.8
13	COc1cc(C=NNC(=S)Nc2ccc(S(=O)(=O)N3CCCCC3)cc2)cc(OC)c1OC	1.4	-2.8	-4.9	-10.4
14	O=S(=O)(c1cccc(F)c1)N1CC[C@@H]2[C@H](CO)Nc3ccc(C#Cc4ccccc4F)cc3[C@@H]21	4.2	-1.7	-2.7	-1.2
15	O=C(C1CCCCC1)N1CC2(C1)[C@@H](c1ccccc1)[C@H](CO)N2C(=O)c1cccnc1	-4.5	.	-7.2	-2.9
16	O=c1c2cc(NC(=S)N3CCCCCC3)ccc2nc2n1CCCCC2	-0.5	.	-11.1	3.4

nr	LGR2 inh	ERAP1 inh	PGC1a acetyl inh	FN deposition inh
9	-13.8	-7.6	11.1	12.4
10	-11.4	5.6	.	-0.1
11	.	.	-0.7	0.8
12	.	-4.4	8.5	-3.5
13	-18.2	-0.8	.	16.3
14	2.1	-2.4	-15.8	-2.4
15	-7.7	0.4	3.5	1.9
16	-8.6	7.7	21.2	-0.6

Only EWS-Fli inh, LGR2 inh and PglD DTNB, for 3 of the compounds above:
nr | Molecule | EWS-Fli inh | LGR2 inh | PglD DTNB
10 | CCOC(=O)c1c(C)[nH]c(C(=O)OCCOc2ccc(Cl)cc2)c1C | -5.8 | -11.4 | -3.9
11 | COc1ccc(C2C(C#N)=C(N)OC3=C2C(=O)CC(C)(C)C3)c([N+](=O)[O-])c1OC (centres undefined) | . | . | 0.1
12 | Cc1c(Cl)cn2c(=O)cc(CN3CCN(c4ccccc4)CC3)nc2c1Cl | 2.8 | . | 2.3

(cont.)
nr	molecule	S100A4 inh HTS	PglD DTNB	PAX8 reporter	EWS-Fli inh
17	CCOC(=O)c1ccc(OC)c(OC)c1Cl	-4.0	.	-20.4	-4.0
18	CCc1cc(=O)oc2c(CNCc3ccc(OC)cc3OC)c(O)c(Cl)cc12	-12.6	-9.2	19.1	-11.6
19	CCCCS(=O)c1snnc1C (centres undefined)	3.2	.	-4.3	0.8
20	Cc1ccc(S(=O)(=O)N[C@H]2CC[C@H](CCn3cc(C4CCCCC4)nn3)O[C@H]2CO)cc1	9.0	-0.4	11.8	-3.8
21	C[C@H](CO)N1C[C@H](C)[C@H](CN(C)Cc2ccc(C(F)(F)F)cc2)Oc2ccc(NC(=O)CCCN(C)C)cc2C1=O	0.3	-0.6	-1.9	-5.0
22	Cc1cccc(NC(=O)NC(C)C(c2ccccc2)N2CCN(C)CC2)c1 (centres undefined)	-3.5	.	-3.8	5.7
23	CCCC(=O)Nc1ccc2c(c1)C(=O)N(C)C[C@@H](OC)[C@@H](C)CN(CCC)[C@H](C)CO2	1.6	0.9	-6.9	-2.7
24	CCOC1=C2[C@@H](CN(S(=O)(=O)c3ccc(C)cc3)[C@H]2c2cccc3ccccc23)[C@H]2C(=O)N(CC)C(=O)[C@H]2C1	-15.4	1.5	-3.8	-6.8

nr	LGR2 inh	ERAP1 inh	PGC1a acetyl inh	FN deposition inh
17	-19.6	.	.	-8.5
18	-6.4	-55.0	-3.1	1.9
19	8.0	-0.2	.	-9.3
20	5.6	0.7	2.3	-3.5
21	-1.2	1.0	2.0	.
22	-10.2	-1.2	.	.
23	7.7	-2.7	.	-8.0
24	-0.6	8.9	1.3	-6.1

Going on with the list:
nr	molecule	S100A4 inh HTS	PglD DTNB	PAX8 reporter	EWS-Fli inh
25	CC1(C(=O)Nc2ccc(Cl)c(C(F)(F)F)c2)Cc2c(-c3ccc(C(N)=O)cc3)ccnc2O1 (centres undefined)	-0.6	0.8	43.5	18.1
26	O=C(C[C@H]1C=C[C@@H](NC(=O)CN2CCOCC2)[C@@H](CO)O1)NCc1cccc(F)c1	3.0	1.0	6.7	3.1
27	CC1(C)C2CCC1(C)C(OCCNCCOC(=O)Nc1ccccc1)C2 (centres undefined)	1.7	-0.2	-16.6	8.9
28	C[C@@H]1CN([C@H](C)CO)S(=O)(=O)c2ccc(-c3cccc(F)c3)cc2O[C@H]1CN(C)C(=O)c1cccc(F)c1	0.6	-1.1	.	21.6
29	CCCC(=O)Nc1c(-c2ccccc2)c(=O)c(C)nn1-c1ccccc1	-4.2	.	-2.8	2.4
30	O/N=C(\Cn1ccnc1)c1ccccc1	-3.4	0.8	-1.1	3.4
31	CC1(C)Cc2ccccc2C(C(=O)c2ccccc2)=N1	-19.1	3.0	5.2	7.3
32	O=C(Nc1cccc(Cl)c1)c1cc(F)cc2c1OCOC2	0.0	.	-24.5	-13.5

nr	LGR2 inh	ERAP1 inh	PGC1a acetyl inh	FN deposition inh
25	17.7	6.5	-1.9	28.1
26	-22.0	0.6	-3.6	-5.4
27	-2.2	-2.7	-2.3	3.6
28	25.9	0.9	10.0	-5.9
29	.	-3.8	.	-9.9
30	-10.8	-1.3	.	4.7
31	3.1	-2.2	-10.9	-0.6
32	-4.1	-1.2	-1.8	16.1

New compounds follow.
nr	molecule	S100A4 inh HTS	PglD DTNB	PAX8 reporter	EWS-Fli inh
33	CC(=O)Nc1ccc(NC(=O)C(C)OC(=O)CCCN2C(=O)c3cccc4cccc(c34)C2=O)cc1 (centres undefined)	1.1	0.3	2.4	-0.5
34	Cc1[nH]c2ccc(C(=O)NCCCN3CCCC3)cc2c1C	-1.8	-0.1	1.3	1.4
35	C=CCn1c(Cc2cccs2)nnc1SCC(=O)Nc1ccc(OC)c(OC)c1	.	-1.4	15.0	.
36	CCNC(=O)C[C@H]1CC[C@@H]2[C@@H](COc3ccc(NC(=O)Nc4ccccc4F)cc3C(=O)N2C)O1	-30.3	1.8	9.5	-6.9
37	COc1ccc(-n2nc(C(=O)NCC(=O)NCCCN3CC(C)CC(C)C3)c3ccccc3c2=O)cc1Cl (centres undefined)	0.9	4.2	-11.1	17.4
38	CCCN(CC(=O)Nc1ccccc1C)C(=O)c1ccc(N2CCCCCC2)c([N+](=O)[O-])c1	-3.0	-1.1	4.3	.
39	C[C@@H]1CN([C@H](C)CO)S(=O)(=O)c2ccc(C#CC(C)(C)O)cc2O[C@H]1CN(C)C	8.4	1.9	.	-11.1
40	Cc1c(NC(=O)c2cc(-c3ccccc3)on2)c(=O)n(-c2ccccc2)n1C	6.3	0.5	.	-1.7

nr	LGR2 inh	ERAP1 inh	PGC1a acetyl inh	FN deposition inh
33	-11.7	-1.0	2.5	-7.1
34	11.5	0.2	7.1	5.1
35	.	.	-6.7	4.3
36	1.3	-2.9	-3.2	-10.1
37	24.9	0.6	-7.2	1.7
38	3.5	-1.9	.	-3.3
39	-2.0	0.0	-13.4	-3.3
40	-2.9	-1.5	6.1	.

Later entries:
nr	molecule	S100A4 inh HTS	PglD DTNB	PAX8 reporter	EWS-Fli inh
41	CCCNC(=O)c1nn2cc(Br)cnc2c1Cl	2.8	-1.2	0.9	-10.1
42	O=C1c2ccccc2C(c2nnnn2Cc2ccccc2)N1Cc1ccc2c(c1)OCO2 (centres undefined)	-2.0	.	1.2	-3.8
43	Cc1cc(C(=O)COc2ccccc2C(N)=O)c(C)n1C	-5.4	.	-4.3	-12.9
44	COCc1cn(CC[C@@H]2CC[C@@H](NC(=O)Nc3ccc4c(c3)OCO4)[C@@H](CO)O2)nn1	3.4&-0.6	0.6	-9.6&-9.1	-5.2&-0.2
45	COc1ccc(-c2cc(NC(C)=O)c3ncc(-c4ccc(F)cc4)n3c2)cc1OC	-3.5	1.7	20.8	-7.8
46	Cc1ccc(C(=O)NCc2ccco2)cc1S(=O)(=O)N1CCCCC1	-4.6	0.1	.	8.4
47	CNC[C@@H]1Oc2c(NC(=O)c3cc(C)nn3C)cccc2C(=O)N([C@@H](C)CO)C[C@H]1C	9.4	2.1	18.2	-9.2
48	CO[C@H]1CN(C)C(=O)c2cc(NS(=O)(=O)CC(F)(F)F)ccc2OC[C@H](C)N(C(=O)c2ccc3c(c2)OCO3)C[C@@H]1C	-2.3	1.3	6.4	-10.4

nr	LGR2 inh	ERAP1 inh	PGC1a acetyl inh	FN deposition inh
41	15.7	0.2	-5.9	-11.2
42	1.7	-5.8	.	3.5
43	-16.0	4.0	8.4	-2.2
44	22.7&-9.9	-1.6	-4.3	9.5&3.4
45	-19.9	-2.9	3.2	-2.6
46	-12.3	-2.5	-6.2	.
47	-2.9	1.0	-1.3	.
48	2.9	-0.2	-0.1	-4.3

(next part)
nr	molecule	S100A4 inh HTS	PglD DTNB	PAX8 reporter	EWS-Fli inh
49	Nc1nc(SCC(=O)NCc2ccco2)[nH]c(=O)c1-c1ccccc1	.	-1.9	.	.
50	COc1ccc(CCCC(=O)Nc2ccc(F)cc2)cc1	-0.7	-5.8	-9.5	4.5
51	C=CCN(c1ccccc1)S(=O)(=O)c1cccc(C(=O)N(CC)CC(=O)Nc2c(F)cccc2F)c1	0.6	-5.0	25.2	5.4
52	Cc1cc(C)nc(NS(=O)(=O)c2ccc(N/C=C\C(=O)c3cccs3)cc2)n1	-1.3	.	-6.2	-19.6
53	Cc1ccc(OCc2cc(C(=O)N(C)CCn3ccnc3C)no2)cc1C	25.9	-3.8	-12.3	-17.9
54	O=C(CCc1cn2ccccc2n1)NC1CCCc2c1cnn2-c1ccccc1F (centres undefined)	37.7	3.9	17.8	.
55	CCc1nc(N2CCN(C(=S)NCCCOC)CC2)c2c3c(sc2n1)CCCC3	5.9	3.3	41.6	6.6
56	O=S(=O)(CCN1CCSCC1)c1ccc(Cl)cc1	-2.8	-4.2	4.5	2.6

nr	LGR2 inh	ERAP1 inh	PGC1a acetyl inh	FN deposition inh
49	10.5	.	0.0	-2.8
50	-10.1	-2.8	-2.7	4.1
51	31.9	1.3	3.4	0.3
52	0.6	3.3	8.8	7.7
53	-10.9	0.0	-3.1	-0.3
54	-0.3	-4.0	-9.7	-9.4
55	8.2	-0.4	.	9.1
56	21.8	.	-5.7	-1.7

An unsorted share of the library, and some 2.1% of all compounds hit somewhere here.
